Source: PubChem
PAD4 FP inh = PAD4 (human) enzyme inhibition | Q9UM07 | recombinant PAD4, RCA probe fluorescence polarization | inhibition, % at 6.36 µM | 330,000 compounds, 0.41% hits | AID 485272;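 active = percent inhibition above a cutoff equal to the mean of all tested compounds plus 3 SD, cut at about 15% in these data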;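 also: 0% = PAD4 with RCA probe and DMSO and 100% = probe without PAD4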
LYPLA2 inh = counter-screen for PME1 inhibitors: inhibitors of human LYPLA2; recombinant LYPLA2, FP-Rh probe fluorescence polarization; 320,000 compounds, 0.38% hits; O95372; AID 2177; inhibition, % at 5.9 µM;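 active = inhibition above the screen-wide mean plus 3 SD, limit set per campaign, cut at about 26% in these data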;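 also: 0% = LYPLA2 with DMSO and 100% = wells lacking LYPLA2 enzyme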
PAFAH1B2 inh = inhibitors of human PAFAH1B2; recombinant PAFAH1B2, FP-rhodamine activity probe, fluorescence polarization; inhibition, % at 3.39 µM; AID 492953; 340,000 compounds, 1.2% hits;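 active = inhibition above the mean of all tested compounds plus 3 SD, cut at about 24% in these data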;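 also: 0% = enzyme with DMSO and 100% = wells lacking PAFAH1B2; many of its hits are not listed in these tables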
Target sequence (P68402 whole entry, looked up): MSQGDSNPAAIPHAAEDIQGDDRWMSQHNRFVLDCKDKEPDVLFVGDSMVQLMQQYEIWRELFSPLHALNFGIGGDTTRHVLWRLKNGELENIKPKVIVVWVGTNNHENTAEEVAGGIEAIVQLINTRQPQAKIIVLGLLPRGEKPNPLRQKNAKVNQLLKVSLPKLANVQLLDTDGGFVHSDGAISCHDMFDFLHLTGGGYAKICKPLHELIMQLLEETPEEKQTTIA
pPAFAH inh = pPAFAH (human) enzyme inhibition; Q13093; recombinant pPAFAH, FP-rhodamine probe fluorescence polarization; inhibition, % at 3.39 µM; 330,000 compounds, 1.5% hits; AID 463082;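 active = inhibition above the mean inhibition across the screen plus 3 SD, cut at about 25% in these data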;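 also: inhibitors block binding of the rhodamine activity-based probe so polarization drops; 0% = enzyme with DMSO and 100% = wells lacking pPAFAH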
Target sequence (Q13093 whole entry, looked up): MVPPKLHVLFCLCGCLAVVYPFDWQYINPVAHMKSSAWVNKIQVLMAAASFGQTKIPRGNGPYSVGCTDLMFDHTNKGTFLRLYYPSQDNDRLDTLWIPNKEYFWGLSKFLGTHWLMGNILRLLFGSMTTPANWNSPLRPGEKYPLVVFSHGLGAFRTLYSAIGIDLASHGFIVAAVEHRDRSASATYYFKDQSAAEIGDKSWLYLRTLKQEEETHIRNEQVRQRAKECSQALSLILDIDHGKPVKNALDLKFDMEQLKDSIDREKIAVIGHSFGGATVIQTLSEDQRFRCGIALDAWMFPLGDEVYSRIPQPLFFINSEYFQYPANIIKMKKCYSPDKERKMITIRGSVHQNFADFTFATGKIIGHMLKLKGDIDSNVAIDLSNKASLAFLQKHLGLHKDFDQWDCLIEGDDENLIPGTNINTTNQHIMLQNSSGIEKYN
PAFAH1B3 inh = blocks human PAF acetylhydrolase 1B catalytic subunit 3 | recombinant PAFAH1B3, FP-rhodamine probe, fluorescence polarization | inhibition, % at 3.39 µM | Q15102 | AID 492972 | 340,000 compounds, 0.28% hits;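 active = inhibition above the screen-wide average of all tested compounds plus 3 SD, cut at about 25% in these data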;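 also: 0% = enzyme with DMSO only and 100% = wells lacking PAFAH1B3 protein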
PAFAH2 FP inh = PAFAH2 (human) inhibition | Q99487 | recombinant PAFAH2, FP-rhodamine activity probe, fluorescence polarization | inhibition, % at 3.39 µM | 340,000 compounds, 0.99% hits | AID 492956;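 active = inhibition above the mean over all tested compounds plus 3 SD, cut at about 30% in these data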;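 also: inhibitors block probe labeling of enzyme so polarization drops; 0% = enzyme with DMSO and 100% = wells lacking PAFAH2 protein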
GSTO1 inh = GSTO1 inhibition, counter-screen for RBBP9 inhibitors | recombinant GSTO1, activity-based probe fluorescence polarization | inhibition, % at 5.96 µM | 300,000 compounds, 1.1% hits;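 active = inhibition above the campaign mean inhibition plus 3 SD, cut at about 35% in these data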;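 also: 0% = GSTO1-1 with DMSO and 100% = wells lacking GSTO1-1 enzyme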
Target sequence (P78417 whole entry, looked up): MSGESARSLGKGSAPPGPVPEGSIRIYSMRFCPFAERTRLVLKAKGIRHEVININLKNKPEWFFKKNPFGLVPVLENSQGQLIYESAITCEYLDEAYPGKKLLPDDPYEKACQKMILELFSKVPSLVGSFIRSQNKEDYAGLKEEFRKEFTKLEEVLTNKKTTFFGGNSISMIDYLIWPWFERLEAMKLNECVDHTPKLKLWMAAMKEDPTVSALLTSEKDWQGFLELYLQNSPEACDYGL
PME-1 primary = PME-1 (human) inhibition. recombinant PME-1, FP-Rh probe fluorescence polarization. inhibition, % at 5.9 µM. 320,000 compounds, 0.53% hits;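 active = inhibition above the campaign mean of all compounds plus 3 SD, cut at about 26% in these data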;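 also: competitive labeling of PME-1 active site by serine hydrolase directed probe; 0% = PME-1 with DMSO and 100% = wells lacking PME-1 enzyme; inhibitors block probe labeling so polarization falls and inhibition rises; many of its hits are not listed in these tables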
LYPLA1 counter = blocks human lysophospholipase 1, a PME1 counter-screen. O75608. recombinant LYPLA1, FP-Rh probe fluorescence polarization. inhibition, % at 5.9 µM. 320,000 compounds, 0.16% hits;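 active = inhibition above the mean of all tested compounds plus 3 SD, set per campaign, cut at about 14% in these data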;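 also: inhibitors block serine hydrolase probe labeling of LYPLA1 so polarization falls; 0% = enzyme with DMSO and 100% = wells lacking LYPLA1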
Starred values were filed as active, the others as inactive; . = no result given. An excerpt; count on the stated rates, not on these rows.

SMILES	PAD4 FP inh	LYPLA2 inh	PAFAH1B2 inh	pPAFAH inh	PAFAH1B3 inh	PAFAH2 FP inh	GSTO1 inh	PME-1 primary	LYPLA1 counter
COc1ccc(C2C(C(=O)NCCCN3CCOCC3)c3ccccc3C(=O)N2c2ccc(OC)cc2)cc1 (stereo not given)	1	2	2	0	-2	-6	7	-2	0
CCOC(=O)c1ccc(CNC(=O)CSc2nnnn2-c2ccc(Cl)cc2)o1	1	-6	5	9	6	10	-4	-3	-2
COc1ccc(C(=O)Nc2ccc(S(=O)(=O)Nc3cc(C)nc(C)n3)cc2)cc1	1	-1	5	-1	5	10	0	0	0
C#CCOCCOCCOCCNc1nc(N2CCN(C(=O)CCCCCCCCCCNC(=O)Cn3cc(C[C@@H](C)O)nn3)CC2)nc(N2CCN(C(=O)CCCCCCCCCCNC(=O)[C@@H]([C@H](C)O)n3cc(C)nn3)CC2)n1	0	7	-3	16	6	-2	2	-6	-2
N#Cc1ccc(C(=O)OCCc2cc3ccccc3c(=O)o2)cc1	0	16	1	-1	2	-2	.	1	5
COc1ccc(CN=C(C)c2c(C(F)(F)F)[nH]n(-c3nc4ccccc4s3)c2=O)cc1	-5	-9	0	0	-5	9	-1	-1	-4
CCOCCCNC(=S)N(Cc1ccco1)Cc1cc2cc3c(cc2[nH]c1=O)OCCO3	0	-10	3	0	6	6	3	-1	-4
S=C(NCCCN1CCOCC1)Nc1ccc(Cl)cc1	-6	27*	2	-6	3	0	8	-1	1
CCCNS(=O)(=O)c1ccc(CCC(=O)N2CCOCC2)cc1	-1	1	8	-2	4	-4	3	1	-2
Cc1ccc(SCC(=O)c2cc(C)c(OC(=S)N(C)C)c(C)c2)cc1	3	5	7	7	-1	1	1	8	-1
N#Cc1ccccc1S(=O)(=O)N1CCN(CC(=O)Nc2ccccc2C(=O)NC2CC2)CC1	1	-2	3	1	-10	3	.	4	-3
CCn1c(=O)n(CC)c2cc([N+](=O)[O-])ccc21	2	-1	2	6	2	0	-4	-4	-1
CC(C)/C=C1\CCc2c([nH]c3ccccc23)C1=O	-2	1	-4	10	5	1	-3	-5	-2
O=C1C2C3C=CC(C3)C2C(=O)N1CCN1CCN(Cc2ccc([N+](=O)[O-])cc2)CC1 (stereo not given)	1	-1	-2	3	2	-2	2	-4	1
Cc1nc2sc(C(c3ccco3)N3CC(C)OC(C)C3)c(O)n2n1 (stereo not given)	-6	0	3	-2	7	2	3	-4	1
CCOC(=O)N/N=C(\C)c1ccc(C)c([N+](=O)[O-])c1	0	-6	6	-4	4	2	-6	-5	-5
CC(C(=O)NC(C)(C)C)N(C(=O)CS(=O)CC(=O)Nc1ccc(F)cc1)C1CCCC1 (stereo not given)	-2	0	-1	0	6	-5	1	-2	-1
O=C(O)c1cccc(S(=O)(=O)N(Cc2ccccc2)c2ccccc2)c1	-4	-5	26*	-1	3	7	11	0	1
COc1ccc(OCCC(=O)c2ccc(OC)cc2)cc1	-3	6	1	-1	-1	4	6	0	0
C=C(C)COc1ccc2c3c(c(=O)oc2c1OCC(=C)C)CCC3	0	-8	6	31*	0	67*	4	-4	-1

The last 2 entries of the section above open the next one.
SMILES	PAD4 FP inh	LYPLA2 inh	PAFAH1B2 inh	pPAFAH inh	PAFAH1B3 inh	PAFAH2 FP inh	GSTO1 inh	PME-1 primary	LYPLA1 counter
COc1ccc(OCCC(=O)c2ccc(OC)cc2)cc1	-3	6	1	-1	-1	4	6	0	0
C=C(C)COc1ccc2c3c(c(=O)oc2c1OCC(=C)C)CCC3	0	-8	6	31*	0	67*	4	-4	-1
O=C(C1CCN(S(=O)(=O)N2CCC3(CC2)OCCO3)CC1)N1CCC(Cc2ccccc2)CC1	6	0	-2	1	3	2	-3	1	-3
CCOC(=O)c1c(NC(=O)c2cccs2)sc2c1CCC2	0	2	0	1	2	3	7	-1	3
COc1ccc(-c2cc(C(=O)N3CCCCC3)c3ccccc3n2)cc1OC	-4	5	-6	-3	-2	0	-5	6	1
COCCC(=O)N1CCC(Oc2ccc(C(=O)N3C[C@H]4CC[C@H]3C4)cc2)CC1	-4	-3	-2	0	8	8	1	5	0
CCCS(=O)(=O)N1CCCC(C(=O)N2CCOCC2)C1 (stereo not given)	0	4	1	5	-6	-8	5	2	3
O=C1N(CN2CCN(c3cccc(Cl)c3)CC2)c2ccccc2C12OCCCO2	0	-3	4	3	7	1	6	1	-4
CC(=O)Nc1ccc(S(=O)(=O)NCC(=O)NCCCc2ccccc2)cc1	0	1	6	-5	2	2	3	-1	-3
CCC(=O)OC1(C)C(=O)C=C2C=C(c3ccsc3)OC=C2C1=O (stereo not given)	-14	2	-5	48*	6	16	40*	3	0
Cc1nc2ccccc2n1S(=O)(=O)c1cc(C(=O)O)ccc1Cl	5	3	6	-1	4	12	-5	1	1
O=CN1CCc2scc[n+]2-c2ccccc21	3	-1	0	0	7	-2	-4	-7	-3
C/C(=N\NC(=O)c1ccccc1)c1c(C)[nH]n(-c2ccccc2)c1=O	-1	-3	9	4	6	2	2	4	-3
COCCCNC(=O)c1ccc(CS(=O)(=O)c2ccccc2C)o1	-1	0	8	5	4	-5	7	-10	0
O=C(COC(=O)c1cnccn1)c1ccc(Cl)cc1	-1	2	4	0	0	4	4	-1	-3
CC(C)(C)N(Cc1cc2ccccc2[nH]c1=O)C(=O)c1ccco1	1	20	0	4	8	-3	-1	2	2
O=C(CC1SC(N2CCCCC2)=NC1=O)Nc1ccc(C(=O)O)cc1 (stereo not given)	0	3	4	2	1	2	.	7	3
COc1ccc(OCC(=O)NC(=O)c2ccccc2OC)c([N+](=O)[O-])c1	-1	3	-1	1	2	4	7	3	-3
CC(Sc1nc2ccccc2[nH]1)C(=O)NC1CCCCC1C (stereo not given)	-5	4	1	0	2	4	8	-10	2
Cc1c(C)n(Cc2ccccc2)c2ncnc(NCCCN(C)C)c12	1	0	-3	7	-4	-1	-3	1	1
O=C(/C=C/c1cccc2ccccc12)c1ccncc1	-1	-4	3	5	9	0	-3	-4	-5
CCCCNc1nc(=S)[nH]c2cc(OC)c(OC)cc12	1	-1	9	4	10	14	1	-1	-4
O=C(NCC1CCCO1)c1nn2cccnc2c1Cl (stereo not given)	-7	1	-5	4	2	1	1	0	2
Cc1cc(C)cc(N(CC(=O)Nc2ccc(Br)cc2)S(=O)(=O)c2c(C)[nH]c(=O)[nH]c2=O)c1	-7	-4	1	10	-2	0	-11	4	-4
O=C(CC(NC(=O)c1ccccc1Cl)c1ccccc1)Nc1ccc2c(c1)OCO2 (stereo not given)	-2	-10	-3	-3	-1	-3	2	-4	-1
CCC(C)[C@H](NC(=O)N1CCC(C)CC1)C(=O)O (stereo not given in full)	1	2	0	6	8	-1	-1	1	-3
O=C(NCC1CCCO1)C1CCCN1C(=O)NC1CCCCC1 (stereo not given)	5	-3	0	-2	-1	-5	3	-4	-2
Cc1c(OCC(=O)N[C@@H](Cc2c[nH]c3ccccc23)C(=O)O)ccc2c1oc(=O)c1ccccc12	0	0	18	4	8	3	-11	-3	-6
COC(=O)Cn1c(=O)c2c(n(Cc3ccccc3)c1=O)N/C(=C/c1ccc(Br)cc1)C2=O	-6	4	4	7	6	22	18	5	-3
O=C(Nc1ccc2c(c1)OCO2)C1CC(=O)N(c2cccc(Cl)c2)C1 (stereo not given)	-4	4	2	3	2	-7	0	1	-3
Cc1nnsc1C(=O)N1CCCC(Nc2ccc(C(C)C)cc2)C1 (stereo not given)	0	-1	5	2	3	4	1	-2	1
CC(C)(C)c1cc(-c2n[nH]c(=S)n2-c2ccccc2F)n[nH]1	5	2	15	5	0	11	-8	5	-1
COCCn1nnnc1C(c1ccccc1OC)N1CCN(c2ccccc2F)CC1 (stereo not given)	2	8	-5	-3	1	5	3	6	1
CNC(=O)C1CCN(S(=O)(=O)c2c(C)noc2/C=C/c2ccc(C)cc2)CC1	-4	2	1	-1	-2	-1	3	-1	1
CCOc1ccc(Nc2ccc(C(=O)O)cc2[N+](=O)[O-])cc1	-2	16	2	0	1	-5	-4	5	3
CCOCCCNC(=O)CCCn1nc(C)n2c(cc3sccc32)c1=O	-4	-3	-2	-4	3	-3	1	-4	-2
Cc1ccc(Nc2nc(Cl)c(C=O)s2)cc1Cl	-3	-3	6	13	2	-14	7	-3	-10
COc1cc(OC)cc(-c2nnc(NC(=O)CCS(=O)(=O)c3ccc(C)cc3)o2)c1	2	2	5	1	-2	13	4	-5	-2
Nc1nc(SCc2ccccc2Cl)[nH]c(=O)c1-c1ccccc1	2	4	0	16	0	6	3	7	-2
O=C(CN1C(=O)c2ccccc2S1(=O)=O)c1cccc(Br)c1	7	-5	2	1	8	5	-2	2	2
CN(C(=O)COC(=O)Cc1c(Cl)cccc1Cl)c1c(N)n(Cc2ccccc2)c(=O)[nH]c1=O	4	0	3	3	4	3	6	8	0
COc1ccccc1Oc1ccc(S(=O)(=O)N2CCN(C)CC2)cc1	-2	-4	0	5	7	-2	6	-8	-2
O=C(COc1ccccc1Cl)N1CCCCCCC1	2	-5	6	-3	2	-6	-3	2	0
O=C(CN(Cc1cccs1)S(=O)(=O)c1ccc(S(=O)(=O)NC2CCCCC2)cc1)Nc1ccccc1	2	-56	-24	11	-29	-53	-4	-66	-29
CCN(CC)C(=O)C(=O)N/N=C/c1cccc(Br)c1	-1	-2	-2	1	2	1	-3	-2	0
O=C(O)c1cccnc1Nc1ccc(Cl)cc1	-5	0	-3	-2	3	10	7	-4	-3
O=C(COC(=O)c1ccncc1)Nc1ccccc1	3	6	1	3	3	-9	3	2	-2
CN(C)c1ccc(C(O)P(=O)(OCc2ccccc2)c2ccc(N(C)C)cc2)cc1 (stereo not given)	-1	-3	.	-4	.	.	7	2	1
Cc1cc2oc3ccc(NCCCn4ccnc4)cc3c(=O)c2cc1C	3	-2	5	20	12	14	-55	-3	1
COc1cccc(NC(=O)CCN2C(=O)c3ccccc3Sc3ncccc32)c1	1	6	2	6	7	-4	-3	1	0
Cc1ccnc(NC(=O)c2c(-c3ccccc3Cl)noc2C)c1	3	3	5	0	2	3	-5	4	-4
CN(C)/C=N/c1sc2c(c1C#N)CCCCC2	2	-4	4	-1	-4	0	6	7	-1
Cc1ccc(C(=O)N[C@H](C(=O)OCc2cc(=O)n3c(n2)sc2ccccc23)C(C)C)cc1	-8	-3	-2	2	11	2	30	-6	-4
Cc1c(O)cc2n(c1=O)-c1ccc(Cl)cc1C2(C)C	-1	-7	7	5	10	15	-8	7	-4
COc1ccccc1-c1noc(CCC(=O)Nc2cccc(C)c2)n1	-4	-5	3	2	0	-2	-8	-2	0
O=C(CCS(=O)(=O)c1ccc(Cl)cc1)Oc1ccc2c(c1)OCO2	-5	-1	13	13	12	3	5	-2	0
CC(=O)C1=C(O)C(=O)N(CCCn2ccnc2)C1c1ccc(Br)cc1 (stereo not given)	-2	1	0	5	4	-7	1	0	-2
COc1ccc2[nH]c3c(=O)n(CCCCC(=O)N4CCC(C(N)=O)CC4)c(=S)[nH]c3c2c1	-7	3	6	9	7	8	4	-1	-1
COc1ccc(C2(O)C(=O)Nc3ccc(C)cc32)cc1OC (stereo not given)	1	-5	-3	5	3	-1	0	-8	-1
CCOc1ccc(N2C(=O)CSC2=S)cc1	-30	-2	-5	-11	6	-2	-1	1	0
